m5-HT2A agonist: mouse Htr2a agonists via beta-arrestin recruitment, primary screen, cell-based, luminescence; 0.66% of 360,000 active; activation, % at 7.6 µM; CHO-K1 mHTR2A beta-arrestin complementation; percent of 30 µM serotonin response;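 active = activation above a run cutoff, the mean activation of all tested compounds plus 3 SD, cut at about 14% in these data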;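 also: 0% = plate median of compound wells and 100% = 30 µM serotonin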
Target sequence (P35363 whole entry, looked up): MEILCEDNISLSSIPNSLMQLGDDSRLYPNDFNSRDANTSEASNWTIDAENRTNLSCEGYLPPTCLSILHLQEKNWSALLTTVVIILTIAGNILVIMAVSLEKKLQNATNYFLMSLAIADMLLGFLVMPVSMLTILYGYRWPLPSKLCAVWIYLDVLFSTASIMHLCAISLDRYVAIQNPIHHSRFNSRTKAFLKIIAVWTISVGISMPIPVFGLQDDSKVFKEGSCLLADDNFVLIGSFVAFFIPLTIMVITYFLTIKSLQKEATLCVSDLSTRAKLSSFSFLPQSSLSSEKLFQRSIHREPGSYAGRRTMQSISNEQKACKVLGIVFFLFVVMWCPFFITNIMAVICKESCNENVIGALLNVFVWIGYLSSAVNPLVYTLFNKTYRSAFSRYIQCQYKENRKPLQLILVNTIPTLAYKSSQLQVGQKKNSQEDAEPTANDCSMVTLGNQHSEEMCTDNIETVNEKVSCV
H9c2 protect: cardioprotection against H2O2-induced cell death, primary screen, uHTS, H9c2 cells, ATPLite luminescence | protection from H2O2 cell death, % at 20 µM | AID 588492, 2011 | 0.63% of 360,000 active | H9c2 cardiomyocytes, H2O2 injury protection, 2 h;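 active = compounds giving at least 50% protection of heart cells from peroxide-induced death in the single-dose screen, raw or plate-pattern-corrected value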;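 also: 0% = DMSO wells with peroxide and 100% = DMSO wells without peroxide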
TLR9-MyD88 inh: inhibitors of TLR9-MyD88 association in cells, primary screen, cell-based, CHO, BLA complementation, fluorescence; inhibition, % at 4.98 µM; CCF4 FRET ratio; AID 504734, 2011; 0.21% of 340,000 active; Toll-like receptor 9 (Homo sapiens) + Myeloid differentiation primary response protein …;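 active = inhibition above the mean over all tested compounds plus 3 SD, cut at about 21% in these data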;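 also: 0% = DMSO only wells and 100% = clavulanate BLA inhibitor control wells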
SRC2 inh: inhibition of GAL4-SRC2 driven luciferase reporter, primary screen, SRC2 inhibitor project, cell-based, luminescence; inhibition, % at 9 µM; HEK293 GAL4-SRC2 luciferase reporter; 0.17% of 370,000 active;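 active = inhibition above the mean inhibition of all tested compounds plus 3 SD, set per campaign, cut at about 52% in these data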;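 also: 0% = DMSO treated cells and 100% = cells given Gossypol at 36 µM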
Glyco luc inh: increase of ERlucT glycosylation luciferase signal, primary screen, N-linked glycosylation inhibitor project, D54 ERlucT cells, luminescence, set 2. 0.23% of 360,000 active. reporter increase, % at 12.5 µM. D54 ERlucT glycosylation luciferase reporter, 24 h; percent of 100 nM tunicamycin response;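 active = mean luciferase reporter signal, scaled so untreated is 0 and the glycosylation-blocking control 100, at or above a set limit in every replicate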;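 also: luciferase carries N-glycosylation sites so blocking glycosylation raises the light; 0% = median of neutral control wells and 100% = median of 100 nM tunicamycin wells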
MC4R barr agon: MC4R agonists recruiting beta-arrestin, primary screen, cell-based, luminescence, agonist arm of biased-ligand search; U2OS MC4R beta-arrestin complementation; percent of melanotan II response, DMSO zero; Melanocortin receptor 4 (Homo sapiens), P32245; activation, % at 8.9 µM; 0.98% of 360,000 active; AID 540308, 2011;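 active = activation above a per-plate cutoff, the mean activation of sample wells on that plate plus 3 SD, cut at about 8% in these data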
ABCB6 inh 2: ABCB6 transporter inhibitors, primary screen, K562-ABCB6 cells, flow cytometry, MLPCN library; fluorescence ratio to DMSO, % at 10 µM; AID 602162, 2011; 0.19% of 360,000 active; K562-ABCB6 porphyrin accumulation, 1 h; stronger effect = lower value; ATP-binding cassette sub-family B member 6 (Homo sapiens), Q9NP58;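 active = fluorescence ratio to DMSO below 75%, the collection mean minus 3 SD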;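 also: signal is porphyrin accumulated inside mitochondria; 100% equals median channel fluorescence of DMSO control wells; lower ratio means ABCB6 inhibition with less porphyrin fluorescence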
NOD2-RIPK2 inh: NOD2-RIPK2 binding disruptors in cells, primary screen, fluorescence, CHO cells, BLA complementation. Receptor-interacting serine/threonine-protein kinase 2 (Homo sapiens), O43353. CCF4 ratio. inhibition, % at 4.98 µM. 0.38% of 360,000 active. AID 624267, 2012; in the data active = inhibition above about 21%;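 also: 0% = vehicle only and 100% = reference blocker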
Target sequence (O43353 whole entry, looked up): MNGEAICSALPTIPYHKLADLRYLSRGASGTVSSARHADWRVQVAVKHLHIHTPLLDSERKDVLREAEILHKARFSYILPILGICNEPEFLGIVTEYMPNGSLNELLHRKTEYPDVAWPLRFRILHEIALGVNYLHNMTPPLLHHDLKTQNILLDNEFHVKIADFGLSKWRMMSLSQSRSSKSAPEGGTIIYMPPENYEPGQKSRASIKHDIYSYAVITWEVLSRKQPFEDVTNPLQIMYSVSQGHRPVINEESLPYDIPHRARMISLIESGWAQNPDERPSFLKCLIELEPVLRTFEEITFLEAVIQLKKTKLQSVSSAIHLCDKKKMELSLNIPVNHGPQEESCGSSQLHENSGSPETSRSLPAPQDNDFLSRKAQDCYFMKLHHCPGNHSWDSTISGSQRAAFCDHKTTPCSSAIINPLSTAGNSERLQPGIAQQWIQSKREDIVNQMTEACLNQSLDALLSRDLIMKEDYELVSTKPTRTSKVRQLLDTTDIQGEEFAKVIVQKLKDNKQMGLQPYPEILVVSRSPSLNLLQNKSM
MC4R antag cAMP: MC4R antagonists of cAMP signaling, primary screen, cell-based, TR-FRET, antagonist arm of biased-ligand search; Melanocortin receptor 4 (Homo sapiens), P32245; MC4R-expressing cells, MTII-stimulated cAMP, LANCE TR-FRET; inhibition, % at 6.5 µM; 0.48% of 360,000 active; AID 540295, 2011;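 active = inhibition above its plate's cutoff, the mean of tested wells on that plate plus 3 SD, cut at about 29% in these data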;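 also: 0% = Melanotan II alone and 100% = Melanotan II plus saturating MCL0020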
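Assay system: human MC4R-expressing U2OS cells; reagent: Melanotan II stimulation of cells; dosing: 6.5 µM single dose; timing: compound 30 min, challenge 1 h, detection 1 h; signal: TR-FRET cAMP assay; replicates: one well per compound, no replicates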
ABHD5-PLIN5 inh: ABHD5-PLIN5 interaction inhibitors, primary screen, cell lysate, split luciferase complementation, luminescence | Split G. princeps luciferase complementation, 4 h | inhibition, % at 4 µM | 0.78% of 360,000 active | AID 602281, 2012;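 active = inhibition above the mean inhibition across every tested compound plus 3 SD, cut at about 22% in these data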;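 also: 0% = DMSO only wells and the 100% control is not disclosed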
An asterisk follows results filed as active; / = not tested or not shown. Only part of the results is shown; count on the stated rates, not on these rows.

SMILES	m5-HT2A agonist	H9c2 protect	TLR9-MyD88 inh	SRC2 inh	Glyco luc inh	MC4R barr agon	ABCB6 inh 2	NOD2-RIPK2 inh	MC4R antag cAMP	ABHD5-PLIN5 inh
CC1(C)CC(=O)C(C(=O)Cc2ccccc2[N+](=O)[O-])C(=O)C1	1	-1	1	-14	1	-1.6	94	6	4	2
Cc1ccc(NC(=S)NN2CCN(C)CC2)cc1	0	0	-11	2	1	-1.8	94	-5	-4	3
COCCNCCCOc1ccc(C)cc1Br	1	-4	-4	20	1	-2.2	88	-9	7	6
O=C(Cn1ncc(N2CCCC2)c(Br)c1=O)c1ccc(Cl)cc1	2	15	7	-41	2	-2.2	100	-1	10	3
CCCCCCCCNS(=O)(=O)CCNCc1ccco1	1	-6	3	3	0	1.2	97	-15	-3	-7
CN(C(=O)COC(=O)CSc1ccccc1)c1c(N)n(Cc2ccccc2)c(=O)[nH]c1=O	-2	4	-5	-9	0	0.1	96	1	-2	2
CCOC(=O)CNc1ccc2c(c1)OCO2	-2	-7	4	21	-3	0.8	103	5	1	-12
CC(C)(C)Cc1nnc(NC(=O)CCc2ccccc2)s1	2	-7	7	-21	3	7.5	99	0	-3	-5
COc1ccccc1N1CCN(CC(C)N(C(=O)C2CCCCC2)c2ccccn2)CC1 (configuration not stated)	-13	5	-2	-1	-1	-0.4	97	1	-4	-8
COc1ccc(CCN2C(=O)c3ccccc3C2c2nnnn2-c2ccc3c(c2)OCCO3)cc1OC (configuration not stated)	1	/	/	-5	/	/	99	-15	/	6
CC(=O)C1=C(C)NC(C)=C(C(C)=O)C1c1cccs1	-2	13	4	-18	1	-0.8	99	-4	-3	-6
CCOC(=O)c1ccc(NC(=O)c2nc[nH]c2C(=O)N[C@@H](CC(C)C)C(=O)OCc2ccccc2)cc1	-3	-2	-1	7	-7	-2.1	97	-6	12	7
CC1CCN(C(=O)COC(=O)c2cc(=O)[nH]c3ccccc23)CC1	-2	-14	-12	-22	2	-1.0	105	2	5	-6
C#CCSc1ncc(-c2ccccc2)cn1	-4	-7	4	-39	1	-1.7	98	5	4	-5
O=[N+]([O-])c1ccc(N2CCN(c3cccc(Cl)c3)CC2)nc1	10	-7	2	0	-4	1.4	99	-13	2	3
COc1ccccc1-n1c(=O)c2c3c(sc2n2c(SC)nnc12)CCC3	0	14	3	6	4	-0.5	99	-3	7	-3
COc1ccc(C)cc1N(C(=O)c1ccco1)C(C(=O)NC1CCCC1)c1cc(OC)c(OC)c(OC)c1 (configuration not stated)	-6	-1	5	-35	3	-0.7	99	-7	-4	0
CCCCCn1nc(C(=O)N(CCOC)c2c(N)n(CCCC)c(=O)[nH]c2=O)c2ccccc2c1=O	7	-1	12	-30	2	-1.2	100	-7	11	-7
COc1ccccc1N1CCN(S(=O)(=O)c2cccs2)CC1	5	-1	-1	-7	1	0.8	107	-4	4	9
O=C(CS(=O)(=O)Cc1ccccc1)NCCc1ccc(F)cc1	3	0	-1	-9	2	-1.8	88	-9	-4	9
CCOC(=O)C1(Cc2cccc(F)c2)CCN(C(=O)COC)CC1	-1	4	-1	-5	2	1.3	98	1	3	-6
Cc1ccc(C)c(-n2c(-c3ccncc3)n[nH]c2=S)c1	9	3	2	-30	0	-1.4	104	-5	-2	-1
O=C1OC(c2cccs2)=N/C1=C/c1ccc(-c2cccc(C(=O)O)c2)o1	-2	-2	-3	-34	3	-0.6	104	9	6	2
O=C1NC[C@H](Cc2ccccc2)N(C[C@H]2CCCN2C[C@H](Cc2ccccc2)N2C[C@H](Cc3ccccc3)N(CC3CCCCCC3)C(=O)C2=O)C1=O	2	-6	-11	-25	-2	0.7	102	-8	9	11
Cc1ccc(-c2nc(SCC(=O)c3c(N)n(C4CC4)c(=O)[nH]c3=O)n[nH]2)cc1	8	5	-5	-4	3	1.8	100	-12	1	10

The results go on.
SMILES	m5-HT2A agonist	H9c2 protect	TLR9-MyD88 inh	SRC2 inh	Glyco luc inh	MC4R barr agon	ABCB6 inh 2	NOD2-RIPK2 inh	MC4R antag cAMP	ABHD5-PLIN5 inh
O=C(NCc1ccccc1Cl)c1cnn2cccnc12	-5	5	2	-5	-1	-0.7	97	7	-1	2
O=C(/C=C/Nc1cccc(C(F)(F)F)c1)c1ccc(Oc2ncccn2)cc1	10	-13	-16	-4	3	1.0	102	3	-3	5
O=C(NCCNC(=O)c1cccc(O)c1)c1cccc(O)c1	-8	3	4	9	1	-1.8	99	-4	3	5
Cc1ccc(N2CC(C(=O)N3CCC(C(=O)Nc4nnc(C(C)(C)C)s4)CC3)CC2=O)cc1 (configuration not stated)	-2	1	2	-24	2	1.2	96	-2	5	5
Cc1cc(NC(=O)CSc2nnc(Cn3c(=O)sc4ccccc43)n2-c2ccccc2C)no1	6	8	-8	-42	-6	-0.2	91	-8	1	5
CC(C)CNC(=S)NC(=O)c1ccc(Cl)cc1	1	-4	2	-70	-3	0.3	94	-3	7	-6
CCSc1nnc(NC(NC(=O)c2ccco2)(C(F)(F)F)C(F)(F)F)s1	1	2	1	-43	0	-2.4	100	-8	-1	2
Cc1oc(S(=O)(=O)N2CCCCC2)cc1NC(=O)Nc1ccc(F)cc1	0	3	-3	3	-3	-0.4	94	-9	-4	-2
COc1ccccc1-c1cc(C(=O)Nc2cccnc2)no1	-5	-2	4	-7	16	-0.9	89	10	-1	-8
COc1ccc(NC(=O)C[C@H]2C(=O)N(CCc3ccccc3)C[C@@H]2c2ccc(OC)cc2)cc1	-3	1	-7	-27	0	1.6	98	0	12	11
CC(C)=CCN1CCN(Cc2cccn2-c2ncccn2)CC1CCO (configuration not stated)	2	-2	4	-2	2	-1.4	105	-7	12	0
CC(C)(C)C(=O)Cn1nnc(-c2ccc(C(F)(F)F)cc2)n1	7	0	-17	-31	1	0.9	97	-5	11	-8
COc1ccc(NC(=O)CCNS(=O)(=O)c2cccc3nsnc23)c(OC)c1	2	0	-4	1	1	-1.1	100	3	12	-1
CCCCC1CCC(C(=O)OC(C)C(=O)Nc2ccc(NC(C)=O)cc2)CC1 (configuration not stated)	4	-5	-6	-29	1	1.4	98	4	12	-2
O=C(Nc1ccc(C(F)(F)F)cc1)c1cc(S(=O)(=O)NCC2COc3ccccc3O2)ccc1F (configuration not stated)	-3	-27	14	17	-11	0.0	92	-4	7	-10
COc1cccc(N2C(=O)CC(N3CCC(c4nc5ccccc5[nH]4)CC3)C2=O)c1 (configuration not stated)	-3	-2	5	8	1	-0.9	99	2	6	6
CCOC(=O)C1=C(C)NC(=O)NC1c1ccc(-c2ccc(Cl)cc2)o1 (configuration not stated)	-2	-8	6	8	2	-1.3	101	6	1	6
O=S1(=O)N=C(Oc2cccc3ccccc23)c2ccccc21	-3	-2	-5	-10	4	-2.3	100	2	-5	2
O=C(NNC(=O)C1C2C=CC(C2)C1C(=O)O)c1cc(Cl)ccc1O (configuration not stated)	-4	3	-17	-32	0	-3.5	102	-8	16	3
O=C1OCc2ccc(NC(=O)C3CCCCC3)cc21	-2	0	0	-6	0	-0.1	93	-10	8	2
C#CCOCCOCCOCCNc1nc(N2CCN(C(=O)[C@H](CCCN=C(N)N)n3cc(C(N)[C@@H](C)CC)nn3)CC2)nc(N2CCN(C(=O)[C@H](CCC(=O)O)n3cc([C@@H](N)CC(N)=O)nn3)CC2)n1 (some centres not stated)	9	0	-7	-11	2	-1.4	100	2	-2	10
CCCCc1ccc(/C(C)=N/Nc2cc(N3CCOCC3)nc(C)n2)cc1	1	-11	0	23	-3	-2.5	92	-1	5	-5
COc1cc(Br)cc(/C=N/c2ncn[nH]2)c1O	-5	89*	10	/	1	-2.1	102	-4	0	2
Cc1cccc(/C=N/NC(=O)c2ccc(Br)cc2)c1	1	-4	1	1	-2	-0.9	95	-8	7	-4
COc1cccc(NC(=O)CN2C(=O)CSc3ccc(S(=O)(=O)N4CCCCC4)cc32)c1	-4	-1	-3	15	-4	-1.4	101	1	24	-11

(next part)
SMILES	m5-HT2A agonist	H9c2 protect	TLR9-MyD88 inh	SRC2 inh	Glyco luc inh	MC4R barr agon	ABCB6 inh 2	NOD2-RIPK2 inh	MC4R antag cAMP	ABHD5-PLIN5 inh
CCC(=O)c1ccc(OCC(O)CN2CCc3ccccc3C2)cc1 (configuration not stated)	-6	2	5	-14	1	-1.7	153	-6	8	1
N#Cc1cnc(=S)n(-c2cc(C(F)(F)F)cc(C(F)(F)F)c2)c1N	2	-10	4	21	0	-3.9	103	-5	3	-4
CCC1Oc2ccccc2N(CC(=O)NCCCN2CCC(C)CC2)C1=O (configuration not stated)	1	-9	5	10	-2	0.4	99	2	8	4
COc1cccc(-n2nnnc2SCC(=O)Nc2cccc(NC(C)=O)c2)c1	-4	5	-8	-17	1	-1.1	97	-2	3	9
Cc1c(C(=O)Nc2cccc(Oc3ccccc3)c2)sc(=O)n1Cc1ccc(F)cc1	-2	-4	/	-4	-12	1.4	91	6	3	-2
O=C(NC1CCCC1)C1CCC(CNS(=O)(=O)c2ccccc2)CC1 (configuration not stated)	-4	-9	-4	8	-4	-1.7	103	-7	-1	-3
COc1ccc(N2C(=O)CC(Nc3cccc(C(C)=O)c3)C2=O)cc1OC (configuration not stated)	1	-5	5	-11	1	-2.9	118	-10	0	-3
CCOC(=O)c1nc(Nc2cccc(C)c2)c2ccccc2n1	1	7	6	13	3	-0.5	97	4	2	-1
COc1cccc(Nc2nc(-c3sc(NC(=O)CC(C)C)nc3C)cs2)c1	7	-6	-4	17	-5	-1.3	97	7	15	-2
CC(C)CCn1c(O)c(N=NC(=O)Cn2ccc(C(F)(F)F)n2)c2ccccc21	-3	0	3	4	0	2.1	100	10	7	-7
CCN(CC(=O)Nc1ccc(NC(C)=O)cc1)C(=O)c1cn(-c2ccccc2)nc1-c1cccs1	-3	23	1	-8	2	-0.9	103	3	0	4
O=C(O)CCCSc1nccn1-c1ccccc1	3	5	-5	-29	0	-0.4	101	5	9	-1
Cc1ccc(CN(C)C[C@@H]2OCc3cnnn3CCCC(=O)N([C@@H](C)CO)C[C@H]2C)cc1	0	-4	-14	-21	2	1.1	98	-9	14	-2

By substructure: those above containing a nitro group on carbon.
SMILES	m5-HT2A agonist	H9c2 protect	TLR9-MyD88 inh	SRC2 inh	Glyco luc inh	MC4R barr agon	ABCB6 inh 2	NOD2-RIPK2 inh	MC4R antag cAMP	ABHD5-PLIN5 inh
CC1(C)CC(=O)C(C(=O)Cc2ccccc2[N+](=O)[O-])C(=O)C1	1	-1	1	-14	1	-1.6	94	6	4	2
O=[N+]([O-])c1ccc(N2CCN(c3cccc(Cl)c3)CC2)nc1	10	-7	2	0	-4	1.4	99	-13	2	3

Assay outcomes (PubChem)
